Rat MKP-3 inhibitors: MKP-3 phosphatase inhibitors, primary screen, biochemical, rat enzyme, in vitro (AID 425); recombinant MKP-3 phosphatase activity, fluorescence; higher % means a stronger effect; inhibition, % at 20 µM; hits with a dose series show IC50 in µM; hit rate 0.17% among 110,000; in the data active means inhibition above about 50%;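 further: plate controls were vehicle for no effect and reference inhibitor for full effect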
Hsp70 displacement: small molecules displacing fluorescent ligand from Hsp70 – biochemical, fluorescence polarization, primary screen (AID 583) | Hsp70 fluorescence polarization probe displacement, mP; higher % means a stronger effect | displacement, % at 20 µM; hits with a dose series show IC50 in µM | hit rate 0.06% among 140,000; in the data active means displacement above about 50%;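 further: plate controls were vehicle for no effect and reference ligand for full effect; a part of the inactive calls stands beside numbers as strong as those of hits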
Starred values were filed as active, the others as inactive; / = no result given; & = joins results of further samples. This is a subset. The share of hits here may be higher or lower than overall.

smiles | Hsp70 displacement | Rat MKP-3 inhibitors
O=C(/C=C/c1ccc(F)cc1)NC(=S)Nc1cccc([N+](=O)[O-])c1 | -4.3% | 6%
Cc1ccc(/C=C2/C=C(c3ccccc3)OC2=O)o1 | 0.0% | 8%
COc1cc2c(C(=O)NC3CCCCCC3)cn(C)c(=O)c2cc1OC | -2.2% | -9%
CC1Cc2ccccc2N1Cc1nc2scc(-c3cccs3)c2c(=O)[nH]1 (configuration not stated) | -7.0% | 1%
Cc1cccc(Nc2nnc(-c3ccc(C(=O)N4C[C@H]5C[C@H](C4)c4cccc(=O)n4C5)cc3)c3ccccc23)c1 | -3.4% | /
Clc1cccc(Cl)c1COc1ccncc1 | 0.2% | -5%
Cc1ccc(C(C)C)cc1C(=O)CC1(O)C(=O)N(C)c2ccccc21 (configuration not stated) | 4.1% | -4%
CCn1c(=N)c(S(=O)(=O)c2ccc(F)cc2)cc2c(=O)n3ccccc3nc21 | -1.7% | -2%
CCOC(=O)c1ccc(-n2c(C)cc(/C=C3\NC(=O)NC3=O)c2C)cc1 | -2.3% | 2%
COc1ccc(C2NC(=O)NC(C)=C2C(=O)Nc2cccc(C)c2C)cc1 (configuration not stated) | -3.3% | 1%
Cn1cc(Cl)c(C(=O)N/N=C/c2ccc(OS(=O)(=O)c3ccccc3)cc2)n1 | -1.8% | /
O=C(O)C1Cc2c([nH]c3ccccc23)C(c2ccccc2F)N1 (configuration not stated) | 1.3% | -2%
CC1CCN(S(=O)(=O)c2ccc(-c3nnc(SCc4cccnc4)o3)cc2)CC1 | 3.9% | 5%
COc1cccc(Oc2nc(N)[nH]c(=O)c2I)c1 | -2.2% | -4%
CCc1ccc(CN2CCN(S(C)(=O)=O)CC2)cc1 | 3.3% | -2%
O=C(C[n+]1cccc2ccccc21)c1cc2ccccc2oc1=O | 4.1% | -1%
CCOc1ccccc1CN1CCN(S(=O)(=O)CC)CC1 | 8.5% | -2%
O=C(CSc1nc2ccccc2s1)NNC(=O)NC1CCCCC1 | 5.5% | 1%
COc1ccc(/C=N/n2c(SC)nnc2-c2ccccc2)c(OC)c1OC | 2.2% | 2%
CCC(c1nnnn1C1CCCC1)N(Cc1cccs1)Cc1cc2cccc(C)c2[nH]c1=O (configuration not stated) | 0.2% | -1%

A stretch from further up, as a working copy:
smiles | Hsp70 displacement | Rat MKP-3 inhibitors
CCOc1ccccc1CN1CCN(S(=O)(=O)CC)CC1 | 8.5% | -2%
O=C(CSc1nc2ccccc2s1)NNC(=O)NC1CCCCC1 | 5.5% | 1%
COc1ccc(/C=N/n2c(SC)nnc2-c2ccccc2)c(OC)c1OC | 2.2% | 2%

More compounds
smiles | Hsp70 displacement | Rat MKP-3 inhibitors
O=C(CCCn1c(SCC(=O)c2ccc(Cl)cc2)nc2ccccc2c1=O)NCc1ccco1 | -4.2% | 2%
O=C(O)CN1C(=O)/C(=C2\SC(=S)N(/N=C/c3cc([N+](=O)[O-])ccc3O)C2=O)c2ccccc21 | 16% | 6%
COc1cccc(OCC(=O)NNC(=O)COc2ccccc2OC)c1 | 1.3% | -1%
N#Cc1cc2c(nc1SCC(=O)Nc1ccc(S(N)(=O)=O)cc1)CCC2 | -1.1% | 2%
C[C@H](N)c1nnc(SCC(=O)c2ccc(Cl)cc2)o1 | -7.0% | /
COc1ccc(CCC(=O)Nc2ccc(-c3noc(-c4ccc(OC)c(OC)c4)n3)cc2)cc1 | 3.4% | -12%
O=C(CC1SC(=Nc2ccccc2)N(c2ccccc2)C1=O)Nc1ccccc1C(F)(F)F (configuration not stated) | -0.9% | 3%
Cc1nn(Cc2ccccc2)c(C)c1NC(=O)c1cc2nc(-c3ccco3)cc(C(F)(F)F)n2n1 | 3.9% | -10%
O=C(Cn1nnc(-c2cccc(C(F)(F)F)c2)n1)N1CCCCCC1 | 3.3% | /
Cc1cccc(NC(=O)c2c(NC(=O)C(C)(C)C)sc3c2CCC3)c1 | 0.1% | 4%
Cc1cc(C(=O)COC(=O)c2csc3c2CCCC3)c(C)n1C | -2.3% | 2%
CC(C)NC(=O)CSc1nnc(C2CC2)n1-c1ccccc1 | -1.3% | /
CCOC(=O)c1ccc(N2C(=O)CC(Nc3ccc(CCO)cc3)C2=O)cc1 (configuration not stated) | -0.7% | /
C=C(C)Cn1c(C(C)NC(=O)CCC)nc2ccccc21 (configuration not stated) | 0.2% | -3%
COc1ccc(C(=O)OCCCN2C(=O)c3ccccc3C2=O)cc1 | 6.6% | -1%
Cn1c(=O)n(CCc2ccccc2)c(=O)c2c1nc1n2CCCN1CCc1ccccc1 | -0.6% | -13%
Cc1ccc(C(=O)Cn2cnc3ccccc3c2=O)cc1 | 8.6% | /
COc1ccccc1Cc1nc(-c2ccc(C)cc2)no1 | 3.6% | -4%
Cc1cc(C)nc(SCC(=O)Nc2ccccc2C(=O)O)n1 | -5.9% | 1%
Cc1ccccc1OCc1nc(-c2ccccn2)no1 | 2.2% | 1%

Record cards (already shown). Order of values: Hsp70 displacement	Rat MKP-3 inhibitors
Record of CCC(c1nnnn1C1CCCC1)N(Cc1cccs1)Cc1cc2cccc(C)c2[nH]c1=O (configuration not stated) = 0.2%	-1%
Record of COc1ccc(C2NC(=O)NC(C)=C2C(=O)Nc2cccc(C)c2C)cc1 (configuration not stated) = -3.3%	1%
Record of Cc1cc(C(=O)COC(=O)c2csc3c2CCCC3)c(C)n1C = -2.3%	2%

(next part)
smiles | Hsp70 displacement | Rat MKP-3 inhibitors
CCCn1nnnc1SCC(=O)NCc1ccc2c(c1)OCO2 | -1.6% | -2%
CCC1c2ccc(C)n2CCN1C(=O)Nc1cc(Cl)ccc1OC (configuration not stated) | -1.4% | -1%
COC(=O)c1ccc(OCC(O)CN2C(=O)c3ccccc3C2=O)cc1 (configuration not stated) | -3.2% | 4%
Cc1nnc(SCC(=O)N(C(C)C)C(C)C)nc1C | -0.1% | -9%
Cc1cccn2c(=O)c(/C=C3\SC(=S)N(CC4CCCO4)C3=O)c(NCCCn3ccnc3)nc12 (configuration not stated) | -11% | -1%
O=C(NC(Cc1c[nH]c2ccccc12)C(=O)O)/C(=C/c1ccccc1)NC(=O)c1ccccc1 (configuration not stated) | 0.2% | 3%
COc1cc(/C=C2\C(=O)NC(=O)N(c3ccc(F)cc3)C2=O)ccc1OCc1cccc(F)c1 | -0.5% | 1%
COc1cc(C=C2C(=O)c3ccccc3C2=O)ccc1Oc1ccc([N+](=O)[O-])cn1 | 4.2% | 3%
COc1ccc(OC)c(S(=O)(=O)Nc2ccccc2C(=O)O)c1 | 4.5% | -6%
COCCNC(=O)CS(=O)(=O)Cc1nc(-c2ccc(C)cc2)oc1C | 3.1% | 3%
CCN(O)C(C)(C)/C(=N/O)c1ccccc1 | -6.0% | -3%
O=C(N/C(=C/c1cccc([N+](=O)[O-])c1)C(=O)N1CCCCC1)c1ccco1 | 0.5% | 3%
CCCc1ccc(-c2csc(NC(=O)Cc3cccs3)n2)cc1 | -4.6% | /
CCCc1ccc(-c2nc(Cc3ccccc3OC)no2)cc1 | 5.5% | -1%
Cc1nc2cc(-c3cccc(F)c3)[nH]n2c(=O)c1Cl | 1.4% | 1%
COc1ccc(C(=O)Nc2c(F)c(F)c(F)c(F)c2F)c(OC)c1 | -0.2% | -4%
CC1=NC(=O)C(N=Nc2cccc(O)c2)N1c1ccccc1 (configuration not stated) | 8.8% | /
CCOc1cc(C(=O)CSc2nnc(CNc3ccc(Cl)cc3)o2)ccc1NC(=O)CC | 0.2% | -9%
COc1ccccc1-c1c(C(F)(F)F)oc2cc(OC(=O)c3ccc(Cl)cc3)ccc2c1=O | 3.1% | -3%
COc1ccc(NC(=O)c2cc(-c3ccc(OC)cc3)nc3ccccc23)cc1 | -0.2% | 1%
O=C(CCCc1ccccc1)Nc1cccnc1 | 0.2% | /
COc1ccc(COC(=O)C2=C(C)NC3=C(C(=O)CC(C)(C)C3)C2c2cc([N+](=O)[O-])ccc2Cl)cc1 (configuration not stated) | 1.2% | 2%
O=C1c2ccccc2-c2onc3ccc(NCCCn4ccnc4)c1c23 | / | 1.2µM*
CSc1ccc(C2Nc3ccccc3NC3=C2C(=O)CC(c2ccc4c(c2)OCO4)C3)cc1 (configuration not stated) | -0.3% | 3%
CCOc1ccccc1NC(=O)c1c(NC(=O)c2ccc(C)cc2)sc2c1CCC2 | 2.7% | -1%
O=C1/C(=C/Nc2ccc3c(c2)OCO3)CCc2ccccc21 | -43% | 1%
CC(C)(C)Sc1ccc(N)nc1 | 1.0% | -1%
COc1ccc(N/C(N)=N/c2nc(C(F)(F)F)cc(=O)[nH]2)cc1 | -4.5% | 4%
CCOC(=O)N1CCN(c2cc(C)c(C(C)=O)cc2F)CC1 | -5.9%&1.8% | 2%&3%
COCCn1c(C)cc(C(=O)CSc2ncn[nH]2)c1C | -1.3% | -2%
CC1(C)CC(=O)C(C(O)c2cccc([N+](=O)[O-])c2)C(C)(C)N1 (configuration not stated) | -2.7% | 0%
Cc1cc(N)n2ncc(-c3ccc(Cl)cc3)c2n1 | -0.2% | /
COc1ccc(-c2nc(=S)c3c(n2CCN2CCOCC2)CC(C)(C)OC3)cc1 | 2.1% | -9%
CCC1=Nc2ccccc2NC2=C1C(=O)CCC2 | 7.0% | -6%
O=C(Nc1cccnc1)N1CCOCC1 | 3.7% | -1%
CCSc1ccccc1C(=O)N1CCN(Cc2ccc3c(c2)OCO3)CC1 | 3.1% | -2%
O=c1cc(-c2ccccc2)[nH]c2ccccc12 | 1.5% | -12%
O=C1NC(=O)/C(=C\c2ccc(Oc3ccc(C(F)(F)F)cc3[N+](=O)[O-])c(Cl)c2)S1 | 14% | 2%
CCc1ccc(N2CC(C(=O)Nc3cc(C)cc(C)c3)CC2=O)cc1 (configuration not stated) | 1.8% | 0%
Cc1nc2sc(C)c(C)c2c(=O)[nH]1 | 2.0% | 2%
O=C1C(=O)N(c2cccc(C(F)(F)F)c2)C(c2ccc([N+](=O)[O-])cc2)/C1=C(/O)c1ccccc1 (configuration not stated) | 0.3% | 0%
Cc1nc(N)nc(OCC(F)(F)C(F)F)c1Br | 1.8% | /
Cc1ccc(C(=O)Nc2ccc(S(=O)(=O)N3CCCCC3)cc2)cc1 | -3.5% | -2%
Cc1ccn2c(C(=O)N/N=C\c3ccccc3[N+](=O)[O-])c(C)nc2c1 | 6.8% | 0%
O=C(CCCN1C(=O)/C(=C/c2cccc(Br)c2)SC1=S)NCCCN1CCOCC1 | 4.2% | -3%
O=c1c2cc3c(cc2[nH]c(=S)n1Cc1ccco1)OCO3 | 6.6% | 32%
O=Nc1c(O)c2ccccc2c2ccc([N+](=O)[O-])cc12 | -0.3% | 0%
CCC(C)(C)n1nnnc1C(c1cc2cc(C)ccc2[nH]c1=O)N1CCCc2ccccc21 (configuration not stated) | -3.5% | /
CCN(CC)c1ccc(C(=O)Nc2ccc(Cl)c(Cl)c2)cc1 | -3.9% | 3%
COc1ccc2c(c1)C(C1=C(O)CC(C)(C)CC1=O)C1=C(CC(C)(C)CC1=O)O2 (configuration not stated) | 6.9% | /
Cc1ccc(NC(=O)/C(C#N)=C/c2cccs2)c(C)c1 | -3.1% | /
CCOC(=O)c1c(NC(=O)c2cccs2)sc(C(=O)Nc2cc(C(F)(F)F)ccc2Cl)c1C | -0.7% | 4%
COc1cccc(Cn2nnc(C(=O)Nc3ccc(C)cc3)c2N)c1 | 4.3% | -12%
Cc1cc(C)cc(NC(=O)CN(Cc2ccccc2)S(C)(=O)=O)c1 | 0.2% | /
COc1cccc(C(=O)NCCN2CCOCC2)c1 | -1.0% | /
CC(C)CC(=O)N=C1SC2CS(=O)(=O)CC2N1CCc1ccccc1 (configuration not stated) | 4.2% | 3%
O=C(N/C(=C/c1cccs1)c1nc2ccccc2[nH]1)c1ccccc1 | 7.5% | -2%
O=C(/C=C/c1cccc(C(F)(F)F)c1)Nc1ccc(Cl)cc1 | 2.8% | -1%
COc1cccc(N2CC(O)=C(c3nc4ccccc4c(=O)[nH]3)C2=N)c1 | 11% | -5%
Cc1ccc(C(=O)NCC(C)(C)O)cc1 | -3.1% | -7%

Next part.
smiles | Hsp70 displacement | Rat MKP-3 inhibitors
Cc1ccccc1C(=O)N1CCC(C(=O)Nc2ccc(F)cc2)CC1 | 7.5% | -5%
O=C(c1ccccc1)N1CN2CN(C(=O)c3ccccc3)CC(NC(=S)Nc3ccccc3)(C2)C1 | 1.5% | 2%
CC(=C1C(=O)c2ccccc2C1=O)N1CCCC1 | 0.0% | 3%
O=C1C(Nc2ccc(F)cc2)=CC(c2ccccc2[N+](=O)[O-])N1c1ccc(F)cc1 (configuration not stated) | 1.1% | -2%
COc1ccc(C(=O)NC(=O)Nc2cc(C)ccn2)cc1 | -1.2% | 3%
Cc1no[n+]([O-])c1COc1ccccc1/C=C1\NC(=S)NC1=O | -7.7%&0.0% | 1%
Cc1cc(NC(=O)CSc2nnc3c4ccccc4n(C(C)C)c3n2)no1 | 3.6% | -2%
CCN1CCN(Cc2nc3c(c(=O)n(C)c(=O)n3C)n2Cc2cccc3ccccc23)CC1 | 11% | /
CSc1cccc(NC(=O)CN(Cc2ccc(Cl)cc2)S(C)(=O)=O)c1 | 0.8% | /

Quoted at random: two entries already listed
smiles | Hsp70 displacement | Rat MKP-3 inhibitors
Cc1cc(NC(=O)CSc2nnc3c4ccccc4n(C(C)C)c3n2)no1 | 3.6% | -2%
CSc1cccc(NC(=O)CN(Cc2ccc(Cl)cc2)S(C)(=O)=O)c1 | 0.8% | /
